High-throughput results deposited in PubChem BioAssay by several laboratories.
Efflux pump mplx: antifungal efflux pump inhibition, Nile Red retention; inhibition, % at 10 µM; AID 485275; S. cerevisiae Candida pump triplex; actives 0.44% (n = 330,000);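 active = plate passing quality check with inhibition over a set limit, or well fluorescence over plate mean plus 4 SD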;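 note: Nile Red retained in pooled yeast measured as flow cytometry median fluorescence; 0% = buffer negative control and 100% = Enniatin B positive control; higher means more Nile Red kept so more efflux inhibition; some compounds called inactive have numbers as strong as hits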
Fam108B counter: counter-screen for RBBP9 inhibitors: inhibitors of mouse Fam108B; recombinant Fam108B, FP-Rh probe fluorescence polarization; inhibition, % at 9.51 µM; actives 0.33% (n = 300,000); AID 1947;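 active = inhibition above the screen mean inhibition plus 3 SD, computed separately per campaign, cut at about 18% in these data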;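 note: inhibitors lower polarization as less probe binds the enzyme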
BCLXL inh: inhibitors of human Bcl-xL. Q07817. GST-Bcl-xL / FITC-Bim BH3 peptide fluorescence polarization. inhibition, % at 10.9 µM. actives 0.7% (n = 320,000). AID 2129;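 active = inhibition above the mean of all tested compounds plus 3 SD, cutoff set per campaign, cut at about 30% in these data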;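 note: 0% = DMSO wells and 100% = unlabeled Bim-BH3 peptide competitor; inhibitors lower millipolarization by displacing the labeled peptide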
GRK2 aptamer HTS: inhibitors of human GRK2 displacing RNA aptamer; actives 0.59% (n = 330,000); inhibition of aptamer binding, % at 10 µM; P25098; bead flow cytometry, FAM-aptamer displacement from GRK2; AID 488847;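 active = inhibition of aptamer binding above 40%, roughly 3 SD of noise, on plates passing a quality check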;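 note: median bead fluorescence of bound FAM aptamer so fluorescent compounds give negative values; no value below 0 was filed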
MCL1 BIM primary: MCL1-BIM-BH3 interaction inhibition (human). Q07820. GST-MCL1 / FITC-Bim-BH3 fluorescence polarization. inhibition, % at 10.9 µM. actives 0.68% (n = 320,000);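 active = inhibition above the mean inhibition of all tested compounds plus 3 SD, set per campaign, cut at about 40% in these data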;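 note: 0% = DMSO wells and 100% = unlabeled Bim-BH3 peptide control; higher means more loss of mP so more displacement of Bim peptide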
Target sequence (Q07820 whole entry, looked up): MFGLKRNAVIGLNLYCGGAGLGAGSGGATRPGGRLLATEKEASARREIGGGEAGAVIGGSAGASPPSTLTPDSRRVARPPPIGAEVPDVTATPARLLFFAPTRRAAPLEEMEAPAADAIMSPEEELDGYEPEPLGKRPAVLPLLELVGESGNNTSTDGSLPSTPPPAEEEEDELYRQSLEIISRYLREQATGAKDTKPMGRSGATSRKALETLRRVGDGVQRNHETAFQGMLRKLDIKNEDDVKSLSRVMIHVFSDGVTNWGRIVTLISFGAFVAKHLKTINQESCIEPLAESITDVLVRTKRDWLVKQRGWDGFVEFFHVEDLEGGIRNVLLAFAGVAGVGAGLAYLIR
PME-1 primary: blocks human protein phosphatase methylesterase 1. Q9Y570. inhibition, % at 5.9 µM. actives 0.53% (n = 320,000). recombinant PME-1, FP-Rh probe fluorescence polarization;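 active = inhibition above the campaign mean of all compounds plus 3 SD, cut at about 26% in these data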;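 note: competitive labeling of PME-1 active site by serine hydrolase directed probe; 0% = PME-1 with DMSO and 100% = wells lacking PME-1 enzyme; inhibitors block probe labeling so polarization falls and inhibition rises; many of its hits are not listed in these tables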
VLA-4 inh: inhibition in a human VLA-4 binding assay; actives 0.2% (n = 330,000); VLA-4 expressing cells, ligand binding flow cytometry; P13612; inhibition, % (about 7 µM as worked out from the volumes in the protocol); AID 2557; in the data active = inhibition above about 50%
MEX-5 binding: C. elegans MEX-5 TCR-2 RNA binding activity; MEX-5/FITC-TCR2 RNA binding, fluorescence polarization; active compounds read low; activity score (negative = inhibition of binding), % at 10 µM; actives 0.38% (n = 300,000);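 active = inhibition past about -25% in most replicates, and total fluorescence under double the plate's negative control median, limit read from the data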;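 note: 0% = DMSO and -100% = 5 µM competing unlabeled TCR2 RNA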
GLD-1 TGE inh: GLD-1-TGE RNA interaction inhibition (C. elegans); inhibition, % at 5.96 µM; Q17339; AID 2280; purified GLD-1 + fluorescein TGE RNA, fluorescence polarization; actives 0.44% (n = 320,000);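 active = percent inhibition above a per-plate cutoff, the plate mean of test compounds plus 3 SD, cut at about 30% in these data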;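 note: 0% = DMSO wells with GLD-1 and probe and 100% = wells lacking GLD-1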
Target sequence (Q17339 whole entry, looked up): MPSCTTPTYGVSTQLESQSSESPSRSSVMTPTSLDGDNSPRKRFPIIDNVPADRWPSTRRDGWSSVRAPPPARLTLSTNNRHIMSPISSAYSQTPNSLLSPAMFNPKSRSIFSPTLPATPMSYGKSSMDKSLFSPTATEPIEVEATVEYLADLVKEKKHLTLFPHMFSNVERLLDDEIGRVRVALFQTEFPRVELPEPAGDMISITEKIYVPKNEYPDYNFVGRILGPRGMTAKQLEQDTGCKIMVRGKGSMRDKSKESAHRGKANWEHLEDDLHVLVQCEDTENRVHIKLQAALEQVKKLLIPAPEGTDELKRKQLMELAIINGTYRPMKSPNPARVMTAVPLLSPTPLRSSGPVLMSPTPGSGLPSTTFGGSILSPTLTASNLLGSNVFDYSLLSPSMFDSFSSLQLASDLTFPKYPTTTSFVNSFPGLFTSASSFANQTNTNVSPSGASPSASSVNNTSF
Starred values were filed as active, the others as inactive; . = no result given. These rows are one share of the data; rates above refer to the full screens.

cpd	Compound	BCLXL inh	MCL1 BIM primary	Fam108B counter	VLA-4 inh	Efflux pump mplx	MEX-5 binding	GRK2 aptamer HTS	GLD-1 TGE inh	PME-1 primary
1	Cn1c(SCC(=O)Nc2cccc(C(=O)O)c2)nnc1-c1cc2cc(Br)ccc2o1	3	5	-3	12	0.0	1.2	18	11	1
2	CN(C)CCOC(=O)c1ccc2[nH]c3c(c2c1)CSCC3	8	9	4	0	0.0	-8.3	0	0	-11
3	CC(=O)N(CN1C(=O)CCC1=O)c1cccc(Cl)c1	1	6	5	7	0.2	-0.7	0	-4	2
4	CN1CCN(Cc2ccc(OCc3ccccc3)cc2)CC1	3	3	2	0	-0.1	-1.7	0	6	2
5	CC1CC(C)(C)NC(=S)N1CC(=O)NCc1ccc(F)cc1 (stereo not given)	2	1	5	2	0.0	-1.9	3	0	-3
6	COC(=O)CNC(=O)CSc1nnc2cc(C)c3ccccc3n12	4	2	0	8	0.0	4.3	0	6	-1
7	CC(=O)Nc1ccc(N(C)C)cc1[N+](=O)[O-]	6	11	0	-18	-0.1	0.5	41*	-3	5
8	CCN(CC)CCCn1c2c(c(SCC(=O)Nc3ccc(F)c(F)c3)nc1=O)CCC2	3	2	-4	4	-0.1	-0.7	0	-5	1
9	COc1cccc(OCC(=O)Nc2ccccc2-c2ccccc2)c1	-6	-5	-4	9	-0.1	1.0	0	1	-4
10	COc1cc2[nH]c(=S)n(CCCN3CCOCC3)c(=O)c2cc1OC	9	-2	8	15	-0.1	0.9	1	-2	2
11	COc1ccccc1N1CCN(Cc2cccc(OC)c2OC)CC1	2	7	0	-5	0.0	.	0	5	-3
12	Cc1ccc(CCCOC(=O)C[N+]2(C)CCCCC2)cc1	-13	-17	-3	3	0.1	-1.7	1	-1	9
13	Cc1ccc(N2NC(=O)/C(=C/C=C/c3ccco3)C2=O)cc1C	17	15	6	0	0.0	0.2	4	2	2
14	O=c1sc(Nc2ccccc2)nc2ccccc12	8	7	0	14	-0.3	0.1	1	-3	5
15	O=C(O)c1ccc(NC(=O)C2C3CCC(C3)C2C(=O)O)cc1 (stereo not given)	2	-1	-1	6	0.0	-1.9	0	-2	-3
16	C[C@]1(C(=O)NCCN2CCOCC2)C=C[C@@H](Cc2ccccc2)N1C(=O)c1ccccc1	9	2	1	-8	-0.1	0.8	2	-2	5
17	CCOc1ccccc1Oc1nc(-c2ccccc2O)nc2ccccc12	1	-2	-5	-8	0.0	-0.7	2	-1	-8
18	COc1cc2c(cc1OC)C1C/C(=N\O)C(CC(C)C)CN1CC2 (stereo not given)	5	3	5	2	-0.2	-3.1	1	8	-6
19	COc1ccc(OCC(O)CNC(=O)c2ccc(C)cc2)cc1 (stereo not given)	0	-6	-2	20	0.1	2.9	0	-9	0
20	COC(=O)c1cc(C(=O)Nc2nnc(CC(C)C)s2)cc([N+](=O)[O-])c1	1	2	-1	19	-0.1	-1.7	1	8	1
21	O=C(Nc1cccc(C(F)(F)F)c1)C(SCCO)c1ccccc1 (stereo not given)	2	-2	-8	8	0.4	2.2	0	1	0
22	COc1ccc(C(=O)NC(NC(=O)c2ccc(OC)c(OC)c2)c2ccccc2F)cc1OC	3	1	-4	3	0.0	1.8	6	5	-6
23	CN(CC(=O)Nc1ccc(Cl)cc1)C(=O)c1ccc(-n2cncn2)c([N+](=O)[O-])c1	6	2	-7	2	-0.1	-3.6	0	-2	-3
24	CCCC(NS(=O)(=O)c1ccc(C)cc1)C(=O)O (stereo not given)	3	1	1	-2	-0.1	-0.9	0	10	1
25	COc1cc(C(=O)N2CCN(C(=O)COc3ccc4ccccc4c3)CC2)cc(OC)c1OC	5	2	7	-3	0.0	1.8	3	-3	2
26	O=C(O)c1ccc(OCc2cn3ccccc3n2)cc1	8	1	1	8	0.1	2.7	1	2	6
27	COc1cc(/C=C/C(=O)O)cc(S(=O)(=O)Nc2cccc(SC)c2)c1OC	4	4	1	24	0.1	-3.3	3	7	-2
28	c1ccc(Cc2nc(-c3ccccn3)no2)cc1	5	3	-1	4	-0.2	1.8	0	-3	7
29	Cc1cc(S(=O)(=O)NCC(C)C)ccc1OCC(=O)NCc1ccco1	2	-1	0	-2	0.1	-0.1	0	7	-2
30	COC(=O)CN1C(=O)C(O)(CC(=O)c2ccc(Cl)cc2)c2ccccc21 (stereo not given)	0	0	-2	36	0.1	.	2	6	2
31	Cc1cc(C)n(Cc2ccc(C(=O)NN)o2)n1	0	6	3	10	0.0	0.8	0	-3	-3
32	CCC1SC2=NCCN2C1(O)c1ccc(Cl)cc1 (stereo not given)	3	8	2	8	-0.1	1.4	1	3	1
33	CNc1nc(OCC#N)nc(N2CCCCC2)n1	3	2	-1	-1	-0.3	-2.0	4	3	0
34	CCOc1ccc(-c2nnn(CC(=O)NCc3ccc4c(c3)OCO4)n2)cc1	1	1	-11	17	-0.1	1.1	.	4	-16
35	Cc1ccc(/C(O)=C2/C(=O)C(=O)N(CCN3CCOCC3)C2c2cccs2)cc1 (stereo not given)	2	1	2	20	0.0	2.7	1	-2	-7
36	O=C(N/N=C/c1cccc([N+](=O)[O-])c1)c1cc2ccccc2o1	-1	3	-9	-1	0.0	-2.5	0	3	2
37	Cc1ccc(C)c(NC(=O)C2CC(Cl)=CCC2C(=O)O)c1 (stereo not given)	5	4	3	4	0.0	-1.1	0	3	1
38	CCOC(=O)N1CCC(N2Cc3cccc(C(=O)Nc4ccccc4OC)c3C2=O)CC1	4	6	-2	17	0.1	-4.2	0	2	3
39	Cc1cc(NC(=O)CSc2nnc(-c3ccc(O)cc3)o2)no1	-3	9	-2	2	0.2	1.4	0	1	0
40	CCN1C(=O)c2cccc3cccc1c23	-4	2	4	-12	-0.1	0.7	1	-7	4
41	Cc1ccc2oc(C(=O)Nc3nnc(C)s3)c(C)c2c1	4	4	1	-1	0.0	4.0	1	3	-3
42	O=C(CSc1nnc(CN2CCOCC2)n1-c1ccc(Cl)cc1)Nc1cc(Cl)ccc1O	-1	0	1	-8	-0.3	-3.2	3	-2	-4
43	O=C(CN1CCCC1)Nc1ccc(Br)cc1	9	1	-1	4	0.0	-2.1	0	8	3
44	Cc1nnc(SCC(=O)Nc2ccc(Cl)cn2)s1	4	11	-2	8	0.2	2.0	0	0	5
45	S=C1NC(c2ccccc2)=CC(c2ccccc2)N1 (stereo not given)	7	12	-5	4	0.1	1.8	0	10	-9
46	CC(C)CNS(=O)(=O)c1ccc(CCC(=O)NC2CCCCC2)cc1	2	0	2	-6	0.0	-0.4	0	11	0
47	Cc1ccc(NC(=O)C(c2ccc(Cl)cc2Cl)N2CCCC2)cc1 (stereo not given)	6	5	3	-6	0.0	-0.6	0	-1	4
48	Cc1ccc(NC(=O)C2CC(=O)OC23CCOC(C)(C)C3)cc1 (stereo not given)	3	-4	0	-9	0.1	1.3	1	-2	-3
49	COC(=O)COC(=O)c1ccc(O)cc1	3	3	-2	13	-0.1	0.1	1	1	-4
50	Nc1nc(N2CCN(Cc3ccccc3)CC2)n[nH]1	7	-2	-3	-3	-0.1	-1.1	1	7	-3
51	CC(=O)/C(=N/Nc1ccc(Br)cc1)Sc1cccc2cccnc12	3	5	-5	12	0.3	0.1	3	7	-4
52	CCCCn1c(NCc2ccccn2)nc2ccccc21	0	4	4	-4	0.0	1.3	1	-2	2
53	CCN1CCN(c2ccc(S(=O)(=O)N3CCCCC3)cc2NC(=O)/C=C/c2ccc(OC)c(OC)c2)CC1	-7	-20	8	-2	0.0	-2.1	0	-9	0
54	COc1ccc(C(CNC(=O)CCC(=O)c2ccc(C)s2)N2CCOCC2)cc1 (stereo not given)	0	-2	.	-28	0.1	.	0	0	-6
55	O=C(CN1CCC(n2cnc3cc(F)ccc32)CC1)Nc1ccccc1Br	3	0	0	-3	0.0	-4.4	2	2	2
56	COc1ccc(Cl)cc1NC(=O)c1cccc(NC(=O)CCC(=O)O)c1	4	3	1	6	0.1	-0.7	0	2	-2

Exported with values under each structure: part of the list above
Every second line gives: BCLXL inh | MCL1 BIM primary | Fam108B counter | VLA-4 inh | Efflux pump mplx | MEX-5 binding | GRK2 aptamer HTS | GLD-1 TGE inh | PME-1 primary
(49) COC(=O)COC(=O)c1ccc(O)cc1
    3 | 3 | -2 | 13 | -0.1 | 0.1 | 1 | 1 | -4
(51) CC(=O)/C(=N/Nc1ccc(Br)cc1)Sc1cccc2cccnc12
    3 | 5 | -5 | 12 | 0.3 | 0.1 | 3 | 7 | -4
(50) Nc1nc(N2CCN(Cc3ccccc3)CC2)n[nH]1
    7 | -2 | -3 | -3 | -0.1 | -1.1 | 1 | 7 | -3
(56) COc1ccc(Cl)cc1NC(=O)c1cccc(NC(=O)CCC(=O)O)c1
    4 | 3 | 1 | 6 | 0.1 | -0.7 | 0 | 2 | -2
(54) COc1ccc(C(CNC(=O)CCC(=O)c2ccc(C)s2)N2CCOCC2)cc1 (stereo not given)
    0 | -2 | . | -28 | 0.1 | . | 0 | 0 | -6
